PKA-R1A activ: activators of PKA-R1A complex; 0.083% of 340,000 active; activation, % at 11.4 µM; PKA-R1A dissociation, Cy5-IP20 fluorescence polarization; scaled: DMSO 0%, 113 µM cGMP 100%; AID 504707;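 active = percent activation above the mean of all tested compounds plus 3 SD, cut at about 19% in these data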;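 also: higher means more PKAc released from R1A so a rise in polarization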
Ecoli viability: counter-screen for AddAB inhibitors: E. coli growth inhibition; E. coli V3065 growth, OD600 absorbance, 18 h; inhibition, % at 11.9 µM; 0.27% of 330,000 active; AID 449728;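 active = inhibition above the campaign's mean inhibition across all tested compounds plus 3 SD, cut at about 9.9% in these data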;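 also: uninfected addAB+ strain grown without phage in ampicillin broth; 0% = DMSO wells and 100% = ciprofloxacin 0.95 µg/ml wells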
DSG3 Ab inh: inhibitors of pemphigus antibody binding to human desmoglein-3. P32926. DSG3-coupled beads, scFv-anti-DSG3-GFP binding, flow cytometry; hits give low values. binding (percent of control), % at 10 µM. 0.48% of 310,000 active. AID 588358;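 active = binding more than 3 SD below its plate's average and above zero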;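 also: hits lower antibody fragment binding to DSG3; some compounds called inactive have numbers as strong as hits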
Target sequence (P32926 whole entry, looked up, the tested form may be a part): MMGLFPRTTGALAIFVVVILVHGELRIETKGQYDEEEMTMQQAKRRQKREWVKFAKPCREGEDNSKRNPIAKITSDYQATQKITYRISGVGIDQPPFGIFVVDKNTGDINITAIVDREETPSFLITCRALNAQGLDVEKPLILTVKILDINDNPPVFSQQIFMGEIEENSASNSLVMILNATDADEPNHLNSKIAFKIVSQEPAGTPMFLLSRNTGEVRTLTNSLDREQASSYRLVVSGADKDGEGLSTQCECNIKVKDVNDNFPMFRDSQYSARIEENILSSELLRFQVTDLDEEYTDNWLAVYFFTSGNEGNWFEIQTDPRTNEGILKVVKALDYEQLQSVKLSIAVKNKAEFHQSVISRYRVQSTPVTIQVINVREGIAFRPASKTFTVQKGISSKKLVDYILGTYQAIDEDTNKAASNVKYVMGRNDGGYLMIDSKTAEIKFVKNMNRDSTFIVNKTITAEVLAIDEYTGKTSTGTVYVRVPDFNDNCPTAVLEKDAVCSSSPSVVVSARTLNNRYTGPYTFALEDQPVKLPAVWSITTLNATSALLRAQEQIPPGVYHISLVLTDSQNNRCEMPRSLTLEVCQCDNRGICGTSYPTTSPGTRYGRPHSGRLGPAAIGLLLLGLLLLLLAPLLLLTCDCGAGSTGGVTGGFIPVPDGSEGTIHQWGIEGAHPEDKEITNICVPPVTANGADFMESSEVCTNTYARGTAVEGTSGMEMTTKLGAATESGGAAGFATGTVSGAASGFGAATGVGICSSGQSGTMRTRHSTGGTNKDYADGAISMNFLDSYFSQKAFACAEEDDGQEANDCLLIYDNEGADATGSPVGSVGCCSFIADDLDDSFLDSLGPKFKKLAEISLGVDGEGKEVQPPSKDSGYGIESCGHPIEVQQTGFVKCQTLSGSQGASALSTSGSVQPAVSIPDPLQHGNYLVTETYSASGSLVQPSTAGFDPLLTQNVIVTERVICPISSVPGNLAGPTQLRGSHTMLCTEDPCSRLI
OPRM1-OPRD1 inv: inverse agonists of human mu-delta opioid receptor heterodimerization. 0.21% of 340,000 active. inhibition, % at 9.3 µM. P35372+P41143. cell-based MOR-DOR heterodimer luminescence, inverse agonism; in the data active = inhibition above about 22%, passing the limit was not always enough;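 also: 0% = cells with DMSO and 100% = wells without cells with DMSO; values of inactives mirror those of a sister screen read the other way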
Arr AP2 block: human beta-arrestin and AP2 interaction inhibition. 0.31% of 340,000 active. FITC-arrestin peptide / GST-AP2 beads, flow cytometry; AP2 beta2 appendage carries R879A mutation. inhibition, % at 10 µM;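 active = inhibition above a set limit, near 3 SD of compounds lacking own fluorescence, cut at about 54% in these data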;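 also: plate controls were DMSO wells for no effect and 5 µM unlabelled arrestin peptide for full effect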
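System: GST-tagged AP2 beta2-adaptin appendage (R879A) on 4 µm glutathione beads / Reagent: FITC-arrestin peptide, 50 nM / Detection: HyperCyt-sampled flow cytometry, FL1 channel, ex 488/em 535 nm / Timing: 12 min plus 1 h, RT / Buffer or medium: PBS plus Tween 20 (0.05%) and BSA (0.1%)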
Tat transport: blocks Tat-dependent protein export in E. coli. E. coli MC4100 TorA-mCherry Tat export, fluorescence. inhibition, % at 10 µM. 0.036% of 340,000 active;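 active = mean replicate inhibition at least 50% and at least half of replicates individually reaching 50%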;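 also: exported cargo escapes ClpAP degradation while cytoplasmic cargo is degraded and loses fluorescence; 0% = median of neutral control wells and 100% = median of NaSCN control wells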
PfHsp90 set2: inhibits growth of yeast expressing Plasmodium falciparum Hsp90 | S. cerevisiae expressing PfHsp90, BacTiter-Glo ATP, 48 h; yeast lacking PDR1 and PDR3 efflux regulators | 0.32% of 310,000 active | inhibition, % at 9.4 µM;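 active = every replicate shows inhibition above about 80%, whatever the replicate mean, limit read from the data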;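 also: 0% = DMSO neutral controls and 100% = 20 µM radicicol positive controls; yeast relying on Plasmodium falciparum Hsp90 in place of its own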
phage Ecoli inh: E. coli growth loss with phage present; growth absorbance; inhibition, % at 11.9 µM; 0.26% of 360,000 active; AID 651602; in the data active = inhibition above about 11%
SUMO Mot1 rescue: inhibitors of SUMOylation pathway: yeast Mot1-301 growth rescue; 1% of 320,000 active; AID 2716; growth rescue, % at 18.8 µM; S. cerevisiae Mot1-301 growth rescue, ATP luminescence, 38.5C; percent above DMSO median, 100 means doubled;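 active = every valid replicate shows activation above 250% relative to neutral control wells; inactive = the rest, any valid replicate at or below 250%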;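 also: OY570 slx delta 5 strain wells were the positive control but not used for scaling; some compounds called inactive have numbers as strong as hits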
OPRM1-OPRD1 ag: OPRM1-OPRD1 heterodimerization agonism. P35372+P41143. cells, luminescence. activation, % at 9.3 µM. 0.3% of 340,000 active. AID 504326; in the data active = activation above about 18%;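 also: 0% = vehicle-treated cells and 100% = reference agonist; values of inactives mirror those of a sister screen read the other way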
AddAB inh: less growth of phage-infected E. coli with AddAB; E. coli expressing H. pylori AddAB, absorbance growth; inhibition, % at 11.9 µM; 0.29% of 330,000 active; AID 435030; in the data active = inhibition above about 12%;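 also: 0% = vehicle wells of infected cells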
Starred values were filed as active, the others as inactive; · = no result given.

Every second line gives: AddAB inh	Arr AP2 block	DSG3 Ab inh	OPRM1-OPRD1 ag	phage Ecoli inh	Ecoli viability	SUMO Mot1 rescue	Tat transport	PfHsp90 set2	OPRM1-OPRD1 inv	PKA-R1A activ
1) CCc1cc(C(=O)O)c(NC(=O)c2cc(OC)c(OC)c(OC)c2)s1
  1.5	-4	103	-1.1	2.4	-0.3	1	10	-20	6	-11
2) COc1cc(C2c3c([nH]c(=O)[nH]c3=O)Nc3ccc4ccccc4c32)ccc1O (stereo not drawn)
  -0.5	0	104	-1.6	4.7	-1.7	14	-19	-10	7	3
3) O=C1CCC(C(=O)OCc2c(Cl)cccc2Cl)N1 (stereo not drawn)
  -0.3	4	98	-2.1	3.0	-0.7	7	-5	-37	11	-2
4) O=C(NNC1=C(C(=O)C(F)(F)F)CCC1)c1ccc(Cl)cc1
  1.4	13	124	2.1	2.6	-2.2	-4	-1	122*	-13	2
5) O=C(COC(=O)c1ccc(F)c(S(=O)(=O)N2CCOCC2)c1)NCc1ccco1
  -1.8	-10	99	-1.5	-0.2	2.3	10	7	18	8	-4
6) COc1ccc(C(=O)Oc2cccc3cccnc23)cc1[N+](=O)[O-]
  0.3	0	82	-0.8	4.1	1.5	0	-6	13	5	-8
7) CCOc1ccc(NC(=O)CN(C)C(=O)c2c(-c3ccccc3)noc2C)cc1OCC
  0.2	-7	100	-2.6	-0.5	1.4	-7	1	11	11	2
8) CC1(C)CC2CC(C)(CN2C(=S)Nc2ccccc2)C1 (stereo not drawn)
  0.2	-22	101	-0.4	4.3	2.1	178	5	-6	2	0
9) CCCc1cc(=O)[nH]c(SCC(=O)c2ccc3c(c2)NC(=O)CO3)n1
  3.5	42	102	-0.5	-1.0	1.6	10	-6	2	3	-5
10) CCOc1ccc2[nH]c(C)c(CN3CCN(CC)CC3)c(=O)c2c1
  -1.4	-3	110	0.3	2.7	0.2	-9	1	4	-2	0
11) COc1ccccc1N1C(=O)c2ccc(C(=O)Nc3ccccc3O)cc2C1=O
  -1.6	5	97	0.1	1.8	-1.0	-1	-18	6	-1	-2
12) O=C(COc1ccc2cc(Br)ccc2c1Br)N1CCOCC1
  ·	16	94	0.9	-0.9	·	-5	-2	-16	-5	-1
13) CCOCCCNc1ncc2c(n1)CC(c1ccc(C)cc1)CC2=O (stereo not drawn)
  2.3	20	109	-1.9	5.1	0.0	-36	1	-6	10	-5
14) O=C(NCN1C(=O)C2C3C=CC(C3)C2C1=O)Nc1ccccc1O (stereo not drawn)
  1.7	-11	113	0.0	2.4	-2.8	-7	2	-3	0	11
15) Nc1nc2n(n1)C(c1ccco1)CC(c1ccccc1)N2 (stereo not drawn)
  3.7	25	104	-2.1	3.1	1.7	-13	1	11	11	2
16) COc1ccc(-c2nonc2NC(=O)c2ccco2)cc1OC
  4.9	40	102	-1.6	2.4	-1.7	3	0	11	8	-2
17) COc1cccc(C(C)NC(=O)c2ccncc2)c1 (stereo not drawn)
  0.2	21	101	1.3	-0.9	-1.7	111	-4	-20	-6	-2
18) COc1ccccc1/C=C/C=N/NC(=O)CC1C(=O)NN=C1C (stereo not drawn)
  -1.9	17	109	-1.5	1.3	-1.7	6	-3	-1	8	-1
19) O=C(COC(=O)c1cccnc1Cl)NCCc1ccc(F)cc1
  -2.0	0	92	-3.1	4.6	0.4	-9	-8	·	16	18
20) CCOC(=O)C1CCCN(S(=O)(=O)c2ccc(-n3cnnn3)c(C)c2)C1 (stereo not drawn)
  4.2	-11	128	0.9	1.4	-3.6	8	0	32	-7	11

Continued.
Every second line gives: AddAB inh	Arr AP2 block	DSG3 Ab inh	OPRM1-OPRD1 ag	phage Ecoli inh	Ecoli viability	SUMO Mot1 rescue	Tat transport	PfHsp90 set2	OPRM1-OPRD1 inv	PKA-R1A activ
21) CSc1ncc(CN2CCN(C3CCCCC3)C(CCO)C2)cn1 (stereo not drawn)
  0.2	38	124	-2.7	-2.0	-0.8	3	-3	·	14	-4
22) COc1cc(-c2nnc(COC(=O)c3cc(C)no3)o2)cc(OC)c1OC
  -0.4	17	99	-0.9	0.7	0.9	-9	3	-8	5	-17
23) COc1ccc(OC)c(-c2csc(NC(=O)COC(=O)C3CCC3)n2)c1
  2.8	-7	109	2.5	2.5	1.4	10	2	-8	-10	-6
24) Cc1ccc(S(=O)(=O)NCc2ccccc2)cc1C(=O)NCc1ccccn1
  0.3	-3	108	0.3	0.2	-0.1	9	5	6	-1	-11
25) CC(=O)c1ccc(O)c(CO)c1
  -2.4	18	106	-3.6	3.1	0.0	-9	-13	17	19	9
26) CCc1nn(CCCC(=O)NCc2ccc(C)cc2)c(=O)c2cc3occc3n12
  -1.7	-3	97	-1.6	0.6	-3.0	158	3	5	9	-6
27) COCCN(Cc1ccc(C)c(Br)c1)C(=O)Cn1cnc(S(=O)(=O)N2CCCC2)c1
  3.5	-15	108	-1.4	-0.2	1.7	-14	-3	0	7	5
28) Cc1cc(C)cc(OCC(=O)NNC(=O)c2ccoc2C)c1
  0.3	7	106	1.9	0.1	-2.9	2	0	·	-10	-3
29) CCC(CC)Nc1ccc(C(CC(N)=O)NC(=O)c2ccccc2)cc1[N+](=O)[O-] (stereo not drawn)
  4.5	-6	96	-2.0	1.7	1.5	71	-3	1	12	0
30) OCc1nc2c(ccc3ccccc32)[nH]1
  1.1	14	115	3.0	-0.2	0.9	-1	-11	7	-15	-2
31) CCOC(=O)CC1=C(C(=O)OCC)C(c2cccnc2)C(C#N)=C(N)O1 (stereo not drawn)
  2.9	12	98	-0.4	0.6	-1.0	-10	-3	-9	2	4
32) COC(=O)c1ccc(C(=O)OC)c(NC(=O)c2cnc3n(c2=O)CCS3)c1
  0.9	4	100	-1.6	4.1	1.6	1	1	·	9	-2
33) CCOC(=O)c1c(NC(=O)CSc2nnnn2CC)sc(C)c1C
  1.4	18	96	-1.1	1.0	-1.9	6	2	1	6	3
34) O=C(NC(=S)N1CCN(c2nc(-c3ccccc3)cs2)CC1)c1cncc(Br)c1
  -2.6	-2	103	-5.3	-0.2	-3.4	116	1	-49	27	-3
35) Cc1ccc2c(c1)N(CCC(=O)NCc1ccc3c(c1)OCO3)C(=O)CO2
  2.4	3	111	-1.0	2.6	1.3	2	9	·	5	-9
36) COc1ccccc1-c1nc2cc3ccccc3cc2nc1-c1ccccc1
  0.2	20	93	5.8	2.5	2.3	4	-1	-11	-29	-16
37) Cc1ccc(NC(=O)c2ccc(OCC3CCCO3)cc2)nc1 (stereo not drawn)
  0.5	18	106	-1.3	1.9	3.2	-4	-33	1	8	-2
38) CCOC(=O)/C(=N\Nc1ccc(Br)cc1)N1CCN(c2ccccc2OC)CC1
  ·	-14	118	1.7	-0.9	·	·	-10	·	-8	-2
39) COc1ccc2[nH]c(=O)c(CN(C)C(=O)COc3ccccc3)cc2c1
  4.1	3	99	-3.5	2.1	-1.6	956	1	17	14	-3
40) Clc1ccc(-c2nc3cnccn3c2NC2CCCC2)cc1
  1.6	5	·	2.7	·	-3.2	0	-8	-56	-16	3

New compounds follow.
Every second line gives: AddAB inh	Arr AP2 block	DSG3 Ab inh	OPRM1-OPRD1 ag	phage Ecoli inh	Ecoli viability	SUMO Mot1 rescue	Tat transport	PfHsp90 set2	OPRM1-OPRD1 inv	PKA-R1A activ
41) Cc1onc(-c2c(Cl)cccc2Cl)c1C(=O)NCc1ccc(S(N)(=O)=O)cc1
  1.7	-3	109	-0.6	1.7	0.8	-16	-6	8	3	-9
42) O=C(O)C1CSC2(c3ccc(F)cc3)CCC(=O)N12 (stereo not drawn)
  -0.6	-1	104	-0.4	0.9	0.2	-5	-5	3	2	-3
43) CCC(c1nnc(SCC(=O)Nc2cc(Cl)ccc2C#N)n1C1CCCCC1)N(C)C (stereo not drawn)
  -0.2	-1	88	1.1	0.9	-1.1	-5	-13	-8	-8	-3
44) C[C@@H](Nc1nc(-c2ccccc2)nc2c1oc1ccccc12)C(=O)O
  -1.3	2	96	-2.6	-0.1	1.4	113	-7	-50	15	-4

Some of these compounds in order of heavy-atom count, low to high.
Every second line gives: AddAB inh	Arr AP2 block	DSG3 Ab inh	OPRM1-OPRD1 ag	phage Ecoli inh	Ecoli viability	SUMO Mot1 rescue	Tat transport	PfHsp90 set2	OPRM1-OPRD1 inv	PKA-R1A activ
42) O=C(O)C1CSC2(c3ccc(F)cc3)CCC(=O)N12 (stereo not drawn)
  -0.6	-1	104	-0.4	0.9	0.2	-5	-5	3	2	-3
40) Clc1ccc(-c2nc3cnccn3c2NC2CCCC2)cc1
  1.6	5	·	2.7	·	-3.2	0	-8	-56	-16	3
37) Cc1ccc(NC(=O)c2ccc(OCC3CCCO3)cc2)nc1 (stereo not drawn)
  0.5	18	106	-1.3	1.9	3.2	-4	-33	1	8	-2
39) COc1ccc2[nH]c(=O)c(CN(C)C(=O)COc3ccccc3)cc2c1
  4.1	3	99	-3.5	2.1	-1.6	956	1	17	14	-3
36) COc1ccccc1-c1nc2cc3ccccc3cc2nc1-c1ccccc1
  0.2	20	93	5.8	2.5	2.3	4	-1	-11	-29	-16
38) CCOC(=O)/C(=N\Nc1ccc(Br)cc1)N1CCN(c2ccccc2OC)CC1
  ·	-14	118	1.7	-0.9	·	·	-10	·	-8	-2
43) CCC(c1nnc(SCC(=O)Nc2cc(Cl)ccc2C#N)n1C1CCCCC1)N(C)C (stereo not drawn)
  -0.2	-1	88	1.1	0.9	-1.1	-5	-13	-8	-8	-3
